Bioassay records deposited in PubChem BioAssay by NCI.
NCI-60 one-dose screen, 48 h, at 10 µM unless noted. Numbers give growth in % (100 = growth as untreated, 0 = no growth, -100 = all killed).
NCI-H522: NCI-H522 lung cancer; hit rate 8% among 78,000
HCT-15: HCT-15 colon cancer; hit rate 5.2% among 82,000
NCI/ADR-RES: NCI/ADR-RES ovarian cells. AID 1794790. hit rate 4.4% among 81,000
COLO 205: COLO 205 colon cancer; hit rate 7.3% among 79,000; AID 1794742
NCI-H23: NCI-H23 lung cancer; hit rate 4% among 80,000; AID 1794731
NCI-H322M: NCI-H322M lung cancer; hit rate 2.7% among 80,000
NCI-H226: NCI-H226 lung cancer; AID 1794732; hit rate 3.5% among 79,000
NCI-H460: NCI-H460 lung cancer. hit rate 6.8% among 82,000. AID 1794736
HCT-116: HCT-116 colon cancer. hit rate 7.3% among 82,000. AID 1794798
Numbers without * were called inactive; . = no result given; & = joins results of further samples. How the source made its calls: active means growth percent below 10; inactive means the rest.

1. COc1cc(C2N=C(N)N=C(N)N2c2ccc(S(N)(=O)=O)cc2)cc(OC)c1OC (stereo unspecified)
2. NCc1ccccc1CC(=O)NC1C(=O)N2C(C(=O)O)=C(CSc3nnnn3CC(=O)O)CSC12 (stereo unspecified)
3. Cc1nn(-c2ccccc2)c2[nH]c(-c3ccc(Cl)cc3)c(C3C(=O)Nc4ccc(Cl)cc43)c12 (stereo unspecified)
4. O=S(=O)(O)/C=C/c1ccccc1
5. CC(C)/C=C/C(C)C(=O)CC(=O)OC(C)C (stereo unspecified)
6. CN(Cc1ccccc1)c1nc(Cl)c(C2CC(c3ccc(F)cc3)=NN2c2ccccc2)s1 (stereo unspecified)
7. C=CCOC(=O)NC(CCC(=O)OCC)C(=O)OCC (stereo unspecified)
8. CCOC(=O)CC1C(COC(=O)NC)OC(n2cnc3c(NC(=O)Nc4ccccc4)ncnc32)C1O[Si](C)(C)C(C)(C)C (stereo unspecified)
compound no.	1	2	3	4	5	6	7	8
HCT-116	101.1	103.6	56.0	100.2	103.8	88.4	97.1	17.1
NCI-H23	94.5	113.4	83.7	104.5	103.8	85.1	95.7	81.0
NCI-H322M	104.2	100.9	80.9	113.3	114.9	108.3	107.3	91.1
NCI-H460	108.9	106.8	64.5	100.3	112.7	101.9	100.6	13.2
NCI/ADR-RES	105.7	111.7	69.7	102.3	119.8	92.3	95.6	48.1
NCI-H226	99.8	99.8	79.0	87.6	112.8	100.1	100.7	55.5
COLO 205	105.6	119.4	74.1	102.6	107.8	98.7	99.4	67.4
HCT-15	97.8	109.7	57.2	101.7	100.4	96.5	97.2	52.2
NCI-H522	91.7	102.8	39.0	82.8	91.5	84.3	.	45.3

9. COc1ccc(N=Nc2ccccc2)cc1
10. COc1cc(/C=C\c2cc(/C=C\c3ccc(O)c(OC)c3)n(C(=O)COc3ccc(Cl)cc3Cl)n2)ccc1O
11. COc1ccc(C2=NN(C=O)C(c3cn(-c4ccccc4)nc3-c3ccc(Cl)cc3)C2)cc1 (stereo unspecified)
12. COc1ccccc1C(=O)Nc1cccc(-c2cc(=O)c3c(OC)c(OC)c(OC)cc3o2)c1
13. O=C(c1ccc(O)cc1)C1[C@H](c2ccc(Br)cc2)[C@@H](c2ccccc2)NC12C(=O)Nc1ccc(Cl)cc12 (stereo partly specified)
14. OCCN1CCN(CC2NCCCC2O)CC1 (stereo unspecified)
15. O=C(O)c1ccccc1C(=O)Nc1ccccc1[N+](=O)[O-]
16. CC(C)(C)OC(=O)N1CCN(c2ccc(N)cc2)C(=O)C1
compound no.	9	10	11	12	13	14	15	16
HCT-116	99.3	3.5*	81.4	36.7	89.2	111.9	97.6	99.9
NCI-H23	96.4	14.1	92.4	62.4	91.4	105.3	93.2	97.7
NCI-H322M	84.1	40.8	104.8	43.6	89.7	111.3	117.0	107.4
NCI-H460	116.1	9.3*	87.7	.	94.5	109.9	105.5	111.1
NCI/ADR-RES	100.9	21.5	.	58.3	96.8	109.9	108.9	101.8
NCI-H226	101.5	26.5	92.4	58.4	92.6	109.1	92.8	100.5
COLO 205	.	82.4	99.7	.	100.7	116.2	118.0	112.6
HCT-15	99.7	9.5*	90.7	41.5	82.0	105.4	100.8	100.1
NCI-H522	84.8	-28.7*	92.2	44.3	92.2	102.6	87.1	106.6

17. C#CCO[C@H]1CC(CC#C)(CC#C)C(=O)[C@@H]2[C@H]1[C@H]1C[C@@H]3[C@@]4(C)CCC[C@@](C)(C(=O)OC)[C@@H]4CC[C@@]23C=C1C(C)C
18. COc1cc2c(cc1OC)CN1CCc3cc(OC)c(OC)cc3C1C2 (stereo unspecified)
19. Cc1ccc2[nH]c(=O)cc(-n3nncc3Cn3c4ccccc4c4ccccc43)c2c1
20. CC[N+](CC)(CC)c1ccccc1
21. COC(=O)c1nc(=S)[nH]c(C(=O)OC)c1C(=O)c1cc(Cl)ccc1Cl
22. COc1ccc2[nH]c(=O)c(O)c(-c3cccc4ccccc34)c2c1
23. Nc1c(C(=O)Nc2ccccn2)sc2nc3c(cc12)CCCCC3
24. O=C(O)/C=C/c1ccc(-c2cc(C(F)(F)F)cc(C(F)(F)F)c2)o1
compound no.	17	18	19	20	21	22	23	24
HCT-116	96.1	99.9	97.8	99.1	101.2	92.2	17.1	103.9
NCI-H23	73.2	98.6	94.1	101.0	99.0	89.6	29.9	99.5
NCI-H322M	104.3	107.6	97.6	95.7	103.5	95.0	52.6	97.8
NCI-H460	97.8	106.0	101.8	106.5	107.9	98.1	6.5*	102.3
NCI/ADR-RES	78.5	96.7	99.5	104.2	107.0	102.5	9.2*	107.4
NCI-H226	88.3	.	.	99.7	93.2	82.4	77.0	95.2
COLO 205	86.8	101.6	115.9	111.3	118.7	109.9	6.2*	107.5
HCT-15	98.2	115.5	99.0	109.8	107.9	93.1	24.0	100.9
NCI-H522	-77.0*	86.3	93.9	90.9	99.3	91.8	2.6*	84.4

Arranged by molecular weight (low to high): part of the list above
24. O=C(O)/C=C/c1ccc(-c2cc(C(F)(F)F)cc(C(F)(F)F)c2)o1
21. COC(=O)c1nc(=S)[nH]c(C(=O)OC)c1C(=O)c1cc(Cl)ccc1Cl
19. Cc1ccc2[nH]c(=O)cc(-n3nncc3Cn3c4ccccc4c4ccccc43)c2c1
compound no.	24	21	19
HCT-116	103.9	101.2	97.8
NCI-H23	99.5	99.0	94.1
NCI-H322M	97.8	103.5	97.6
NCI-H460	102.3	107.9	101.8
NCI/ADR-RES	107.4	107.0	99.5
NCI-H226	95.2	93.2	.
COLO 205	107.5	118.7	115.9
HCT-15	100.9	107.9	99.0
NCI-H522	84.4	99.3	93.9

(continued)
25. O=C1CC(c2cccc(Cl)c2)c2snc(-c3ccc(F)cc3)c2N1 (stereo unspecified)
26. CC(=O)OC[C@]12CCC(C)(C)C=C1[C@H]1CC[C@@H]3[C@@]4(C)Cc5c([nH]c6ccccc56)C(C)(C)[C@@H]4CC[C@@]3(C)[C@]1(C)CC2
27. COc1ccccc1/C=C1\NC(=S)N(/C=C2\C(=O)Oc3ccccc3C2=O)C1=O
28. CCOC(=O)c1cnn(CC(C)O)c1NC(=O)NCc1cccc(C(F)(F)F)c1 (stereo unspecified)
29. COc1ccc(-c2cc(-c3cccnc3)nc3sc4c(N)ncnc4c23)cc1OC
30. N#Cc1c2c(nn(-c3cccc(Cl)c3)c1=O)C(O)=C([N+](=O)[O-])C(c1ccoc1)C2 (stereo unspecified)
31. C(COC1CC2CC1C1C2CC2OC21)OC1CC2CC1C1C2CC2OC21 (stereo unspecified)
32. O=c1oc2ccccc2cc1C1=NN(c2ccccc2)C(c2cn(-c3ccccc3)nc2-c2ccc(Cl)cc2)C1 (stereo unspecified)
compound no.	25	26	27	28	29	30	31	32
HCT-116	66.3	92.2	96.9	78.1	72.2	83.4	106.4	91.7
NCI-H23	80.6	102.8	89.8	100.2	100.6	89.4	109.0	100.6
NCI-H322M	80.3	97.4	102.1	99.9	98.5	100.7	121.3	91.7
NCI-H460	94.3	108.8	101.9	106.2	102.6	97.6	99.9	104.1
NCI/ADR-RES	74.7	112.8	94.3	100.2	106.0	89.9	102.0	101.5
NCI-H226	99.1	111.4	87.1	107.1	112.0	100.0	92.2	80.9
COLO 205	89.2	113.7	113.3	106.6	117.8	106.7	108.7	106.2
HCT-15	73.9	109.1	106.1	98.3	114.5	76.0	116.7	93.0
NCI-H522	71.9	98.0	88.7	64.4	100.9	76.1	101.1	103.5

33. CCOC(=O)CCN1CCN(c2ccccc2)CC1
34. CCCCCCCCCCOc1cc2c(=O)c(C(=O)OCC)c[nH]c2cc1OCC
35. CC1=NN(c2nc(-c3ccco3)c(C#N)c(=O)n2C)C(=O)C1N=Nc1ccc(S(N)(=O)=O)cc1 (stereo unspecified)
36. Cc1nn(-c2ccccc2)c2c1N=c1s/c(=C\c3ccc(C(F)(F)F)cc3)c(=O)n1CN2
37. CC(=O)OC(C)(C)C#CC(C)(C)OC(C)=O
38. CCOC(=O)NN1CC(O)=C(c2nc(-c3ccc(Br)cc3)cs2)C1=N
39. CC1Cc2c(ncn3c(-c4ccc(Cl)cc4)nnc23)N(C)c2ccccc21 (stereo unspecified)
40. C/C(=N\NC(=O)CSc1nc2ccccc2c(=O)n1CCc1ccc(S(N)(=O)=O)cc1)c1ccccn1
compound no.	33	34	35	36	37	38	39	40
HCT-116	100.9	91.7&94.2	97.5	27.8	95.3	132.1	101.3	24.5
NCI-H23	101.2	99.7&97.3	107.0	51.1	109.1	101.1	93.2	50.4
NCI-H322M	106.1	98.6&85.3	112.8	75.7	92.0	111.7	85.9	25.9
NCI-H460	112.7	98.7&101.0	117.4	53.8	103.4	110.8	49.4	12.1
NCI/ADR-RES	100.7	100.4&78.6	98.9	40.4	111.0	107.7	91.0	74.4
NCI-H226	98.0	75.2&109.3	101.2	61.0	98.4	104.9	80.5	43.4
COLO 205	123.3	115.9&108.0	162.9	85.6	114.4	112.2	80.5	8.5*
HCT-15	110.5	95.7&105.2	93.6	70.1	88.5	114.7	95.4	26.8
NCI-H522	116.2	81.4&88.9	48.2	40.5	94.6	92.1	90.7	18.9

41. Nc1nc(Nc2ccccc2)nn1Cc1ccc(F)cc1F
42. CCCSc1nc2ccc(C)cc2cc1/C=N/O
43. CCN1CC(=O)N(/N=C2\C(=O)Nc3ccccc32)C1=S
44. Cc1ccc(-c2noc(-c3ccc4c(c3)OCCO4)n2)cc1
45. O=C(CC(=O)c1cccc(Cl)c1)c1cccc(Cl)c1
46. N#Cc1c(-c2ccc(O)cc2)nc(SCC(=O)NNc2ncnc3ccccc23)n(Cc2ccccc2)c1=O
47. CCOC(=O)Nc1cc(-c2cccnc2)cc2c(C(C)=O)c(C)[nH]c12
48. C#CCN(C)CCCOc1ccc(Cl)cc1Cl
compound no.	41	42	43	44	45	46	47	48
HCT-116	102.9	81.9	94.9	91.4	19.8	101.7	97.2	101.5
NCI-H23	109.4	87.8	91.4	81.0	28.4	.	99.6	99.6
NCI-H322M	109.2	87.0	88.6	87.4	47.9	110.6	105.2	115.3
NCI-H460	131.4	104.0	88.3	93.8	21.6	111.0	105.0	106.8
NCI/ADR-RES	108.9	93.7	103.4	99.3	8.5*	103.1	91.9	97.9
NCI-H226	100.4	81.1	69.6	83.9	41.5	100.9	103.2	105.1
COLO 205	127.6	94.1	100.8	97.8	46.9	111.3	110.3	118.9
HCT-15	98.7	80.9	95.1	88.4	25.9	108.0	99.3	100.5
NCI-H522	92.7	74.5	85.4	70.3	38.5	101.1	88.7	105.4

49. Cc1cc(NC(=O)/C(Cl)=C(\Cl)C(=O)O)c([N+](=O)[O-])cc1C
50. O=C1Nc2ccccc2C1(O)c1ccccc1 (stereo unspecified)
51. Cc1ccc(NC(=S)N2CCCCC2)cc1C
52. CCOC(=O)C(C(=O)OCC)N1C(=O)c2ccccc2C1=O
53. CCN(C(=O)Nc1ccccc1Cl)c1ccccc1
compound no.	49	50	51	52	53
HCT-116	98.2	98.6	94.7	89.0	112.3
NCI-H23	95.3	93.8	106.8	100.6	101.1
NCI-H322M	98.5	107.8	93.2	111.4	109.0
NCI-H460	114.8	109.4	98.3	109.4	107.8
NCI/ADR-RES	100.9	105.5	100.1	93.7	106.6
NCI-H226	103.3	107.2	91.8	104.1	107.2
COLO 205	128.5	114.7	125.2	.	113.3
HCT-15	111.7	108.4	90.7	103.6	94.1
NCI-H522	105.0	105.4	93.5	106.2	105.9

Grouped by structure: the compounds so far containing a carbonyl joined to an NH by a bond outside any ring (13)
2. NCc1ccccc1CC(=O)NC1C(=O)N2C(C(=O)O)=C(CSc3nnnn3CC(=O)O)CSC12 (stereo unspecified)
7. C=CCOC(=O)NC(CCC(=O)OCC)C(=O)OCC (stereo unspecified)
8. CCOC(=O)CC1C(COC(=O)NC)OC(n2cnc3c(NC(=O)Nc4ccccc4)ncnc32)C1O[Si](C)(C)C(C)(C)C (stereo unspecified)
12. COc1ccccc1C(=O)Nc1cccc(-c2cc(=O)c3c(OC)c(OC)c(OC)cc3o2)c1
15. O=C(O)c1ccccc1C(=O)Nc1ccccc1[N+](=O)[O-]
23. Nc1c(C(=O)Nc2ccccn2)sc2nc3c(cc12)CCCCC3
28. CCOC(=O)c1cnn(CC(C)O)c1NC(=O)NCc1cccc(C(F)(F)F)c1 (stereo unspecified)
38. CCOC(=O)NN1CC(O)=C(c2nc(-c3ccc(Br)cc3)cs2)C1=N
40. C/C(=N\NC(=O)CSc1nc2ccccc2c(=O)n1CCc1ccc(S(N)(=O)=O)cc1)c1ccccn1
46. N#Cc1c(-c2ccc(O)cc2)nc(SCC(=O)NNc2ncnc3ccccc23)n(Cc2ccccc2)c1=O
compound no.	2	7	8	12	15	23	28	38	40	46
HCT-116	103.6	97.1	17.1	36.7	97.6	17.1	78.1	132.1	24.5	101.7
NCI-H23	113.4	95.7	81.0	62.4	93.2	29.9	100.2	101.1	50.4	.
NCI-H322M	100.9	107.3	91.1	43.6	117.0	52.6	99.9	111.7	25.9	110.6
NCI-H460	106.8	100.6	13.2	.	105.5	6.5*	106.2	110.8	12.1	111.0
NCI/ADR-RES	111.7	95.6	48.1	58.3	108.9	9.2*	100.2	107.7	74.4	103.1
NCI-H226	99.8	100.7	55.5	58.4	92.8	77.0	107.1	104.9	43.4	100.9
COLO 205	119.4	99.4	67.4	.	118.0	6.2*	106.6	112.2	8.5*	111.3
HCT-15	109.7	97.2	52.2	41.5	100.8	24.0	98.3	114.7	26.8	108.0
NCI-H522	102.8	.	45.3	44.3	87.1	2.6*	64.4	92.1	18.9	101.1

47. CCOC(=O)Nc1cc(-c2cccnc2)cc2c(C(C)=O)c(C)[nH]c12
49. Cc1cc(NC(=O)/C(Cl)=C(\Cl)C(=O)O)c([N+](=O)[O-])cc1C
53. CCN(C(=O)Nc1ccccc1Cl)c1ccccc1
compound no.	47	49	53
HCT-116	97.2	98.2	112.3
NCI-H23	99.6	95.3	101.1
NCI-H322M	105.2	98.5	109.0
NCI-H460	105.0	114.8	107.8
NCI/ADR-RES	91.9	100.9	106.6
NCI-H226	103.2	103.3	107.2
COLO 205	110.3	128.5	113.3
HCT-15	99.3	111.7	94.1
NCI-H522	88.7	105.0	105.9
